# Assay outcomes as filed in PubChem BioAssay.
# mcGAS lum: mouse cGAS inhibition by luminescence; Q8C6L5; recombinant cGAS, Kinase-Glo ATP depletion luminescence; inhibition, % at 12.5 µM; hit rate 0.15% among 160,000;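 further: 0% = negative control wells and 100% = reference inhibitor with no enzyme activity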
# hcGAS lum: inhibitors of human cGAS; Q8N884; hit rate 0.081% among 290,000; inhibition, % at 12.5 µM; AID 1259398; recombinant h-cGAS, ATP depletion, Kinase-Glo luminescence;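 further: 0% = vehicle reaction and 100% = reaction without DNA for no activity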
# Target sequence (Q8N884 whole entry, looked up): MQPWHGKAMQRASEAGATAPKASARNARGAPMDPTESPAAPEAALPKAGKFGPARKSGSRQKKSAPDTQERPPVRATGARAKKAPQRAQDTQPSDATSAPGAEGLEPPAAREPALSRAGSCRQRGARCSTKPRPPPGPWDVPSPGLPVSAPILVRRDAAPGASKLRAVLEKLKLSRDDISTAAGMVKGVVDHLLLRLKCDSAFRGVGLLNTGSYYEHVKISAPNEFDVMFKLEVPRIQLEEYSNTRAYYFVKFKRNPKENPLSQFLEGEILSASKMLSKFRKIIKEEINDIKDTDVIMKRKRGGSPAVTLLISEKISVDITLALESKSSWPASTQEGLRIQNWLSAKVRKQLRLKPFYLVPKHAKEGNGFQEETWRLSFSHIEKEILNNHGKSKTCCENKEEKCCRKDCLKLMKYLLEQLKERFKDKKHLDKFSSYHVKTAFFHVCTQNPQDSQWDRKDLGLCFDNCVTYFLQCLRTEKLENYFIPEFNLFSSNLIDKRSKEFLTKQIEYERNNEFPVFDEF
# NPYLR7 agonist: activates Aedes aegypti NPYLR7 receptor; HEK293T NPYLR7/Galpha15, GCaMP6s calcium fluorescence; activation, % at 10 µM; hit rate 0.15% among 270,000; in the data active means activation above about 40%;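 further: 0% = vehicle and 100% = reference agonist at the receptor; some compounds past the cut are filed as inactive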
# * marks the source's active call; other numbers are inactive results; x = not tested or not shown; & = joins results of further samples. Unless noted, no stated cut-off is given here; in the data, active means inhibition above about 40%; inactive means the rest.
SMILES,mcGAS lum,hcGAS lum,NPYLR7 agonist
Cc1nc(CCNC(=O)c2cnn(-c3ccccn3)c2C)sc1C,x,4,-2
COC(=O)CC(NC(=O)COc1ccccc1)c1ccc(OC)c(OC)c1 (stereo not drawn),x,-1,0
CCCCN(C)S(=O)(=O)c1cc(-c2nnc3c4ccccc4c(C)nn23)ccc1C,x,0,-18
CSc1ccc(Cn2c(C)c(C(=O)NCc3cccnc3)sc2=O)cc1,x,-8,13
Cc1cccc(CSc2ncc(CO)n2CC(=O)NCc2ccc(F)cc2)c1,x,4,7
O=C(Nc1ccc(F)c(F)c1F)c1ccc(=O)n(Cc2ccc(F)cc2)c1,x,-13,9
COc1cccc(CC2=NOC(C(=O)NCc3cccs3)C2)c1 (stereo not drawn),x,-4,4
COc1ccc(-c2nn(-c3ccccc3C)cc2CN(C)Cc2nonc2C)cc1F,x,-4,-6
CC(Cc1cccs1)NC(=O)c1ccc(CSc2ncccn2)o1 (stereo not drawn),-16,-7,7
Cc1cc(C(C(=O)O)N2CCCCCCC2)ccc1F (stereo not drawn),-10,-7,0
O=C(c1ccc(Cl)c(F)c1)N1CCN(Cc2ccc(-c3noc(-c4ccccc4)n3)cc2)CC1,-7,-5,12
c1ccc2c(c1)CCCc1cc(NCCN3CCOCC3)nnc1-2,x,-4,-5
O=c1[nH]c(CSc2nnc(-c3ccco3)o2)nc2scc(-c3cccs3)c12,x,3,-3
CC(C)(C)c1ccc(-c2ccnc3nc(N4CCN(C(=O)c5ccc(Cl)cc5)CC4)nn23)cc1,-7,-6,5
Cc1ccnc(-c2cccc(Cl)c2Cl)n1,x,2,3
COCc1csc(NC(=O)N2CCC(Cc3ccccc3)C2)n1 (stereo not drawn),-4,-6&3,6&2
Cc1nc(CCNC(=O)N2CCN(C(C)C)CC2)cs1,x,-17,7
COC(=O)C(CO)NCC(=O)NC1CCCCCCC1 (stereo not drawn),3,1,-11
O=C(CC1C=CCC1)Nc1cccc(S(=O)(=O)N2CCOCC2)c1 (stereo not drawn),x,-7,-8
CN(C)CCN(Cc1c(-c2ccccc2)noc1N1CCc2ccccc2C1)C(=O)c1ccc2c(c1)OCO2,-7,-9,9

# Continued (7 carried over from the part before).
SMILES,mcGAS lum,hcGAS lum,NPYLR7 agonist
CC(C)(C)c1ccc(-c2ccnc3nc(N4CCN(C(=O)c5ccc(Cl)cc5)CC4)nn23)cc1,-7,-6,5
Cc1ccnc(-c2cccc(Cl)c2Cl)n1,x,2,3
COCc1csc(NC(=O)N2CCC(Cc3ccccc3)C2)n1 (stereo not drawn),-4,-6&3,6&2
Cc1nc(CCNC(=O)N2CCN(C(C)C)CC2)cs1,x,-17,7
COC(=O)C(CO)NCC(=O)NC1CCCCCCC1 (stereo not drawn),3,1,-11
O=C(CC1C=CCC1)Nc1cccc(S(=O)(=O)N2CCOCC2)c1 (stereo not drawn),x,-7,-8
CN(C)CCN(Cc1c(-c2ccccc2)noc1N1CCc2ccccc2C1)C(=O)c1ccc2c(c1)OCO2,-7,-9,9
CCOC(=O)C1=C(Cn2nnc(-c3ccc(CC)cc3)n2)NC(=O)NC1,x,-4,8
CC(C)c1nccn1-c1cc(C(=O)O)cc(S(=O)(=O)N2CCCCCC2)c1,-9,-9,x
CN(CCC(C)(C)O)C(=O)c1ccc(N)nc1,x,-1,-1
O=c1ccn(CCc2n[nH]c(Cc3ccccc3)n2)c(=O)[nH]1,-14,0,15
CCC1(C)CCCN(C(=O)c2ccc(OC)c(S(=O)(=O)NC)c2)C1 (stereo not drawn),x,-9,8
CCCn1cc(C(=O)N(Cc2ccccc2F)C(C)CC)c(C)n1 (stereo not drawn),-12,1,-4
O=[N+]([O-])/C(C(Cl)=C(Cl)Cl)=C(\N1CCCCC1)n1nnc2ccccc21,x,-5,-14
COc1ccc(-n2c(SCC(=O)NCCc3ccccc3)nc3c(c2=O)SCC3)cc1OC,-6,-5,-5
CN(CC(=O)NCc1ccco1)C(=O)c1cc(-c2ccccc2Cl)nc2ccccc12,-7,-6,-1
CNC(=O)CSc1nc(-c2ccc(C)cc2)nc2c1c(=O)n(C)c(=O)n2C,-8,-6,-4
O=C(c1cccnc1Cl)N1CCOC(COCc2c(Cl)cccc2Cl)C1 (stereo not drawn),-6,-4,-3
Brc1ccccc1C=NN1CCN(Cc2cccc3ccccc23)CC1,-8,-7,-6
COc1cccc(CC2(C(=O)O)CCN(C(=O)C(C)C)CC2)c1,-16,-6,18
O=C(CCc1cc2c(n1-c1ccc3c(c1)OCO3)-c1ccccc1CC2)NCc1cc(F)ccc1F,-9,-12,1
O=C(CSc1nc2c(c(=O)n1-c1cccc(C(F)(F)F)c1)SCC2)Nc1nccs1,-7,-9,-3
COc1ccccc1NC(=O)N(CCN1CCOCC1)CC(=O)N(Cc1ccc(F)cc1)Cc1ccc(C)o1,-6,-4,0
Cc1cccc(-n2ccnc2CN2CCCC(N3CCc4ccccc4C3)C2)c1 (stereo not drawn),-2,-1,0
Cc1cc(=O)n2c(-c3ccc(NS(=O)(=O)c4cccs4)cc3)csc2n1,-2,-1,-2
O=C(N=Nc1c(O)[nH]c2ccc(Br)cc12)c1cccs1,x,-4,-2
N#CC(=Cc1cc(Br)cc(Br)c1O)c1ccccn1,x,-5,2
COc1ccc(N(CC(=O)NCc2cccnc2)S(=O)(=O)c2ccccc2[N+](=O)[O-])c(OC)c1,x,-4,-8
Cc1cccc(NC(=O)N2CCSC2c2cccc(Cl)c2)c1 (stereo not drawn),-5,-7,-3
O=C(NCc1ccc(CN2CCCCC2)cc1)c1ccncc1,-7,-4,6
O=C1Nc2c(Cl)cc(Cl)cc2C1=Nn1cnc2sc3c(c2c1=O)CCCC3,x,-7,3
CCOc1ccc(-c2cn3c(CC(=O)N(C)C4CCCCC4)csc3n2)cc1,-7,-4,-1
O=C1C=CC(=O)c2c(O)c(Cl)c(Cl)c(O)c21,x,-2,-1
O=C1c2c(F)ccc(F)c2C(=O)N1CCCn1cccn1,-6,-4,-4
CCc1nc2ccc(C(=O)NCCC(C)C)cn2c1N(C)C(=O)Cc1ccccc1,-2,0,7
CS(=O)c1ccccc1NC(=O)NC(CO)Cc1ccccc1 (stereo not drawn),x,-9,4
O=[N+]([O-])c1cc(CN2CCN(CCCOC(c3ccc(Cl)cc3)c3ccc(Cl)cc3)CC2)cs1,-8,-12,4
CC1(C(=O)NNC(=O)C2(C)CC2(Br)Br)CC1Br (stereo not drawn),x,-8,0
CCN(CC)c1c(C(C)(C)C)c(=O)c1=O,x,1,-2
O=C(c1cn(CCC2CCCCC2)nn1)N1CCCN(C(=O)c2ccco2)CC1,x,-12,12
CCCCN(C=O)c1c(CC)nc2ccc(C(=O)Nc3cccc(OCC(=O)N(C)C)c3)cn12,1,2,-13
Cc1cc(C)nc(SCc2cc(=O)c(OC(=O)c3ccc(Cl)cc3)co2)n1,-1,-5,-15
COc1ccc(-n2ncc3c2CC(C)(C)CC3NC(=O)Cc2cnc3ncnn3c2)cc1 (stereo not drawn),-6,1,2
CCCCN(Cc1cccn1Cc1ccc(Br)cc1)C(=O)CN(CCC(C)C)C(=O)c1ccc(F)cc1,-5,-1,-5
O=C(Nc1ccc(NS(=O)(=O)c2cc(C(F)(F)F)cc(C(F)(F)F)c2)cc1)C1CC1,-9,-5,2
CCOc1ccc(-c2ccc(OCCNC(=O)C3CCCCC3)nn2)cc1,-8,-11,-1
O=c1c2cnc3ncnn3c2ccn1Cc1ccccn1,x,-5,3
Cc1ccc(S(=O)(=O)NC2CCN(c3ccccc3C(=O)NCCc3cccs3)CC2)cc1,0,0,-7
COc1cc(/C=C(\C#N)c2nn(CCO)c(N)c2C#N)cc(OC)c1OC,x,-4,2
CCCNc1ncc(CN2CCC(O)(CN(C)C)C2)cn1 (stereo not drawn),-8,-18,x
N#Cc1cc(F)c(N2CCN(S(N)(=O)=O)CC2)c(F)c1,-19,-9,3
c1ccc2c(-c3nnc(SCC4CCCO4)n3C3CC3)c[nH]c2c1 (stereo not drawn),x,-4,13
O=S(=O)(Nc1cccc(Cn2cccn2)c1)c1ccc(Cl)cc1,x,-6,-1
O=C(N[C@@H]1CCCCC1NC(=O)[C@H]1CCCN1S(=O)(=O)Cc1ccccc1)c1ccc(F)cc1 (stereo partly drawn),-4,-3,-1
COC(=O)N1CCCC(C(=O)OCC(=O)Nc2ccc(C)cc2)C1 (stereo not drawn),x,-6,2
COc1ccccc1N1CCN(c2nc(Nc3ccc(C)cc3C)c3nccnc3n2)CC1,x,-5,3
CCN(CC)S(=O)(=O)c1ccc2c(c1)c(=O)c(C#N)c1scc(C)n12,x,-3,-1
O=C(/C=C/c1ccc(N2CCCC2=O)cc1)N1CCN(c2cnccn2)CC1,x,11,-7
FC(F)(F)c1ccccc1-n1c(-c2cccnc2)n[nH]c1=S,x,-3,-19
CN(C)c1cccc(Nc2nccc3c2cc(-c2cccnc2)n3C)c1,-6,-3,-6
C#CCOc1ccccc1CN(C)C(=O)NC1CCSc2ccc(C)cc21 (stereo not drawn),x,-7,5
CCC(CC)CS(=O)(=O)NC(=O)c1ccnc(F)c1,x,-7,7
O=S(=O)(c1ccc(F)cc1)N1CCCC(Nc2ccc(F)cc2)C1 (stereo not drawn),-1,1,-9
CN1CCN(C(=O)c2ccc(CC3CCCNC3)cc2)CC1 (stereo not drawn),-10,0,2
COc1ccc(C2SCC(=O)N2c2ncn[nH]2)cc1 (stereo not drawn),-4,-1,5
COc1ccc(S(=O)(=O)N2CCCCCC2)cc1NC(=O)c1ccnc(Cl)c1,x,-1,0
O=C(c1cccc(Br)c1)N1CCCN(c2nc(C3CCOCC3)nc3c2cnn3-c2ccccc2)CC1,-10,-5,-5

# Five compounds already listed, sorted by count of non-hydrogen atoms, rising.
SMILES,mcGAS lum,hcGAS lum,NPYLR7 agonist
CCC(CC)CS(=O)(=O)NC(=O)c1ccnc(F)c1,x,-7,7
CCCNc1ncc(CN2CCC(O)(CN(C)C)C2)cn1 (stereo not drawn),-8,-18,x
FC(F)(F)c1ccccc1-n1c(-c2cccnc2)n[nH]c1=S,x,-3,-19
COc1cc(/C=C(\C#N)c2nn(CCO)c(N)c2C#N)cc(OC)c1OC,x,-4,2
O=C(N[C@@H]1CCCCC1NC(=O)[C@H]1CCCN1S(=O)(=O)Cc1ccccc1)c1ccc(F)cc1 (stereo partly drawn),-4,-3,-1

# (cont.)
SMILES,mcGAS lum,hcGAS lum,NPYLR7 agonist
CCOC(=O)c1cc(C(C)(C)C)n(C2CCN(C(=O)c3cccc(OC(C)=O)c3C)CC2)n1,1,3,-7
Cn1c(O)c(C=NCC(=O)O)c(=O)n(C)c1=O,-4,-1,6
O=C(Cn1c(=O)[nH]c2ccccc2c1=O)NCCc1cccs1,x,-8,-3
CC(C)(C)c1ccc(S(=O)(=O)c2cnc(SCC(=O)NCCc3ccccc3)[nH]c2=O)cc1,-6,-2,5
CCCCOC(=O)N1CCC(=O)N(CCOC)C[C@H]2CN(C)c3ccccc3[C@@H]21,-6,-6,4
Cc1ccc(N2CCn3c2nc2c3c(=O)n(CCN3CCOCC3)c(=O)n2C)cc1C,x,-12,-3
CNc1nc2c(c(=O)n(C)c(=O)n2C)n1Cc1ccccc1,-9,-7,x
CC1(C)Cc2ccccc2C(/C(=N/O)C(=O)c2ccccc2)=N1,x,-8,-8
COCCOC1CCN(Cc2nc(-c3ccc(C(=O)OC)cc3)oc2C)CC1,x,-11,25
CC1(Cc2ccc(F)c(Cl)c2)C(=O)Nc2ccccc21 (stereo not drawn),-2,1,2
COc1ccc(C(=O)Nc2ccc3c(c2)NC(=O)C(C)O3)c(F)c1 (stereo not drawn),-2,-6,0
CCCc1ncncc1C(=O)N1CCCC(CCc2ccccc2C)C1 (stereo not drawn),-7,0,-4
CCc1nc(NN)c2c(n1)-c1ccccc1CC21CCCCC1,-9,-11,0
CCCN(Cc1cc(C)ccc1C)CC(O)Cc1ccccc1 (stereo not drawn),62*,-5,3
COCCNc1nc(SC)nc2c1cnn2CCN,x,-6,-4
COc1ccc(CC(=O)N2CCN(c3nc(Cc4ccc(C)cc4)nc4onc(-c5ccc6ccccc6c5)c34)CC2)cc1,-6,-1,14
O=C(CCN1CCN(Cc2ccc(Cl)s2)CC1)Nc1c(Cl)cccc1Cl,x,-7,9
Cn1nnnc1SCCCc1nc(-c2ccc(Cl)cc2)no1,x,-11,7
O=C1NCCCCCN(Cc2cccnc2)[C@@H]2CN(C(=O)NC3CCCCC3)CC[C@@H]12,-1,1,x
CCOC(=O)c1nc2cc(C)c(C)cc2nc1N1CCN(C(=O)C2CCCCC2)CC1,-4,-1,4
COc1ccc(-n2nc(-c3ccc(OC)cc3OC)cc2C(=O)N2CCN(c3ccccc3F)CC2)cc1,-4,1,3
CC(C)c1ccc(CN2CCC2(C)C(=O)Nc2cnc3ccccc3c2)cc1 (stereo not drawn),x,0,4
CCN(CC)S(=O)(=O)c1cccc(NS(=O)(=O)c2ccc(C)cc2)c1,x,-1,1
CCC(C(=O)Nc1ccccc1)N1CCN(Cc2ccco2)CC1 (stereo not drawn),x,-7,0
Nc1c(Cl)cc(Cl)cc1[N+](=O)[O-],x,-5,8
O=C(NCC1CCCO1)C1CCCN(S(=O)(=O)N2CCCC(C(=O)NCC3CCCO3)C2)C1 (stereo not drawn),-3,-11,6
COc1ccc(-n2c(=O)[nH]c3c(C(N)=O)nc(-c4ccccc4C)nc32)c(OC)c1,-8,-5,9
c1ccc(CCc2nc(-c3ccc4n[nH]nc4c3)n(-c3ccccn3)n2)cc1,-10,-3,-7
O=C(O)CN1C(=O)/C(=C\c2cc(Cc3ccccc3Cl)ccc2O)SC1=S,4,-7,-6
CNc1nc(Nc2ccc(C)c(Cl)c2)c2nccnc2n1,x,1,3
CSc1ccc(C2c3[nH]c4ccccc4c3CCN2C(=O)c2sc(C)nc2C)cc1 (stereo not drawn),-10,-6,16
